RBBP9 inhibitor – human RBBP9 hydrolase inhibition | 220,000 tested, 0.2% active | inhibition, % at 7.94 µM | recombinant RBBP9, FP-Rh probe fluorescence polarization | O75884 | AID 1515;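 active = inhibition above the campaign mean of all tested compounds plus 3 SD, cut at about 14% in these data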;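 also: plate controls were DMSO wells with RBBP9 for no effect and wells lacking RBBP9 protein for full effect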
Target sequence (O75884 whole entry, looked up): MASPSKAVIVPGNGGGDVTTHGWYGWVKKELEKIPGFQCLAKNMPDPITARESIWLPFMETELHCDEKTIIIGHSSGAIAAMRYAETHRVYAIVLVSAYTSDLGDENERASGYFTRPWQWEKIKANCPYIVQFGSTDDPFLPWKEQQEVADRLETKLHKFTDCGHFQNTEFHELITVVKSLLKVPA
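Measured by: FP readout at 525/598 nm; material: recombinant human RBBP9; also added: Serine-hydrolase probe FP-Rh, 375 nM pre-mixing; medium: Tris buffer pH 8.0, NaCl, Pluronic; replication: one well per compound; doses: one concentration, 7.94 µM nominal, 0.794% DMSO; timing: preincubation 30 min plus labeling 45 min at 25 °C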
CHOP inhibitor – blocks CHOP induction under ER stress | 220,000 tested, 3.8% active | AID 2732 | CHO-K1 CHOP-promoter luciferase, tunicamycin-induced, 15-18 h | inhibition, % at 10 µM;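 active = compounds that reduced the stress-induced luciferase reporter signal by more than about 70% of percent inhibition, limit read from the data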;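 also: 0% = tunicamycin plus vehicle and 100% = wells without tunicamycin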
Wee1 stabilizer – human Wee1 degradation inhibition, primary screen; 220,000 tested, 1.2% active; P30291; reporter increase, % at 5 µM; HeLa Luc-Wee1K328M stability, luciferase luminescence; 100% = proteasome inhibitor MG132 effect;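 active = activation above the mean of all tested compounds plus 3 SD, set per screening run, cut at about 8.8% in these data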;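 also: cells exposed to compound for 20 h before luminescence read; 0% = DMSO alone and 100% = MG132 at 30 µM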
Target sequence (P30291 whole entry K328M): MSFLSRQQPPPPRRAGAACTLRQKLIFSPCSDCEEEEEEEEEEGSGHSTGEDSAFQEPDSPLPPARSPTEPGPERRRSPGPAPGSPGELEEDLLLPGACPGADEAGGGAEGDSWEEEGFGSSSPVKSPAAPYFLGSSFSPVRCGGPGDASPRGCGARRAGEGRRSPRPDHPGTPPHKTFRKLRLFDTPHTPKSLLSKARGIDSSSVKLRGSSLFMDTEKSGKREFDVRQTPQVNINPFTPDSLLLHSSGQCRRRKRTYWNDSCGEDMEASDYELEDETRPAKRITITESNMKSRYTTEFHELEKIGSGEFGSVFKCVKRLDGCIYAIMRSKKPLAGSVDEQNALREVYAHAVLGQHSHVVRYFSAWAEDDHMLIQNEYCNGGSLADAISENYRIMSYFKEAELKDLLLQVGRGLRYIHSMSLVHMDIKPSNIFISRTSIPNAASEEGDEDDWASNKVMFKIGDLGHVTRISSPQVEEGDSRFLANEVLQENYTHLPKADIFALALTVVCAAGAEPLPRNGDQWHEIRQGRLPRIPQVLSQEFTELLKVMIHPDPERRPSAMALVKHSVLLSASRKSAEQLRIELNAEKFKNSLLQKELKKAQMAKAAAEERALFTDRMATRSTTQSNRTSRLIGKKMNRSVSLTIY
Ba/F3 V617F tox – loss of viability in JAK2V617F-driven Ba/F3 cells; AID 1446; Ba/F3 EpoR-JAK2V617F viability, ATP luminescence; inhibition, % at 5.6 µM; 220,000 tested, 1.1% active;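 active = inhibition above the campaign mean plus 3 SD over all tested compounds, cut at about 24% in these data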;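 also: cytokine-independent growth of Ba/F3 cells driven by EpoR plus mutant JAK2; 0% = DMSO-treated cells and 100% = JAK inhibitor I control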
TNF death inh – inhibitors of TNF-alpha induced necroptosis in Jurkat FADD-/- cells; Jurkat FADD-/- TNF necroptosis rescue, ATP luminescence, 24 h; 0 = TNF only, 100 = no-TNF cells; activation (protection from cell death), % at 10 µM; 220,000 tested, 0.068% active;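 active = activation, meaning protection from cell death, of at least 50% relative to plate controls; inactive = activation below 50%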;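 also: necroptosis triggered by 40 ng/mL TNF-alpha added together with compound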
TRPN1 ag – activates the zebrafish TRPN1 channel | HEK293 zebrafish TRPN1-YFP, Fluo-8 calcium fluorescence; 100% = response to 87 µM carbachol | activation, % at 3 µM | 220,000 tested, 0.18% active;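 active = activation above its plate's cutoff, the mean activation of test wells on that plate plus 3 SD, cut at about 19% in these data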;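 also: 0% = DMSO alone and 100% = 87 µM carbachol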
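Material: zebrafish TRPN1-YFP in HEK293 cells. Doses: one dose of 3 µM, 0.3% DMSO. Incubation: dye 1 h 37 °C plus 30 min RT. Measured by: intracellular calcium fluorescence with Fluo-8.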
BaF3 parental – parental Ba/F3 viability inhibition as JAK2V617F counter-screen; CellTiter-Glo ATP luminescence; inhibition, % at 5.6 µM; 220,000 tested, 1.1% active;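 active = inhibition above a per-campaign cutoff, the mean inhibition of all tested compounds plus 3 SD, cut at about 27% in these data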;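 also: 0% = DMSO wells and 100% = JAK Inhibitor I control wells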
TRPML3 agonist – activates the human TRPML3 channel. HEK293 TRPML3-YFP, Fluo-8 calcium fluorescence; 100% = the carbachol control signal. activation, % at 3 µM. 220,000 tested, 0.29% active;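 active = activation above its plate's cutoff, the mean activation of the plate's test wells plus 3 SD, cut at about 12% in these data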;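 also: 0% = DMSO only wells and 100% = carbachol wells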
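Material: HEK293 cells stably carrying human TRPML3-YFP; compound dosing: single dose, 3 µM final nominal compound, 0.3% DMSO final; incubation: 1-h 37 °C dye load, 5-s basal, 120-s post-compound reads; technique: Fluo-8 intracellular calcium fluorescence, excitation 470-495 nm, emission 515-575 nm; read-out basis: percent activation from peak-to-basal fluorescence ratio, scaled between DMSO and carbachol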
PPC-1+TRAIL kill – compounds killing PPC-1 cancer cells with TRAIL present (potentiator screen, no TRAIL-free arm) | PPC-1 cells + TRAIL, ATPLite viability luminescence | cell killing (% activity), % at 4 µM | 220,000 tested, 0.41% active | AID 1443;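 active = cell killing above 50% in the first pass at 4 µM, then a duplicate retest at 5 µM averaging 50% or more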;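 also: plate controls were cells with TRAIL plus DMSO for no effect and medium-only wells lacking cells for full effect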
* = called active by the depositor; nt = not tested or not shown.

mol	RBBP9 inhibitor	CHOP inhibitor	Wee1 stabilizer	Ba/F3 V617F tox	TNF death inh	TRPN1 ag	BaF3 parental	TRPML3 agonist	PPC-1+TRAIL kill
CC(=O)Nc1ccc2c(c1)OCCOCCOc1cc(NC(C)=O)ccc1OCCO2	-11	10	6	-1	-9.9	0.7	1	0.9	-3
CCOC(=O)c1sc(C)c2c(=O)n(Cc3ccc(Cl)cc3)cnc12	-2	7	2	3	1.0	0.1	12	0.6	nt
COc1ccc(NC(=O)c2cc(S(=O)(=O)N(C)C)ccc2N2CCCC2)cc1Cl	-7	4	-2	1	2.3	0.4	10	0.6	23
O=C(COC(=O)c1cccnc1)c1ccc(Cl)cc1	0	0	2	-1	0.6	-0.2	3	0.5	13
COc1ccc(OC)c(CNc2nc3ccccc3n2CCN2CCCCC2)c1	-2	29	-1	1	4.1	0.5	7	-0.5	6
O=C(Nc1ccccc1)c1ccccc1N=Cc1ccccc1O	0	3	2	-1	-2.4	-0.2	0	1.3	11
CC(=O)Oc1cccc(/C=C2\C=C(c3ccc(C)cc3)OC2=O)c1	-11	9	-3	0	-3.4	0.8	7	1.1	6
CCC(=O)NC(=S)Nc1ccc(NC(=O)COc2ccccc2)cc1	1	23	0	-1	3.2	0.3	5	-0.1	2
O=C(CCN1CCN(c2ccccc2)CC1)Nc1ccc2c(c1)OCO2	0	23	0	-1	-0.6	2.2	5	1.3	2
COC(=O)c1sc2ncn(-n3c(C)ccc3C)c(=O)c2c1C	-5	3	3	-6	0.3	-1.2	1	-0.1	-2
Cc1cnc(C(=O)Nc2cc(F)ccc2C)cn1	-7	-10	-2	2	-0.2	0.8	2	0.6	12
O=C(CNc1cccc([N+](=O)[O-])c1)N/N=C/c1ccc([N+](=O)[O-])o1	-3	-12	0	3	-12	-0.3	6	0.6	30
O=C(c1ccncc1)c1ccc(NS(=O)(=O)c2ccc(Br)s2)cc1	-8	23	0	2	-1.9	0.2	4	0.8	8
COc1ccc(OC)c(CNC(=O)c2coc(=O)c3ccccc23)c1	-6	0	0	-3	1.0	-1.1	0	-0.5	18
Cc1cc2cc(CN(Cc3ccc4c(c3)OCO4)Cc3nnnn3C3CCCC3)c(=O)[nH]c2cc1C	0	16	0	-2	-11	0.5	-1	0.5	-20
Cc1cc(C)c2nc(NNC(=O)c3cc(=O)c4ccccc4o3)sc2c1	0	14	0	-4	-1.1	-0.4	-4	-0.3	14
O=C(Nc1cccc2ccccc12)N1CCN(c2ccc(F)cc2)CC1	-12	18	-2	2	0.6	-0.8	2	1.0	20
CCn1c(CSc2nc3ccccc3n2C)nc2ccccc21	-3	21	3	-1	2.7	0.0	5	0.0	7
CCOc1ccc(C2c3[nH]c4ccccc4c3CCN2CCCn2cccn2)cc1 (centres undefined)	-1	-20	-2	2	1.2	-1.4	10	0.4	1
O=S(=O)(c1cccc(-c2nc3n(n2)Cc2ccccc2-3)c1)N1CCCCC1	-3	53	3	-2	-4.8	-0.1	4	0.0	27
C/C(CC(=O)NC(C)(C)C)=N\NC(=O)c1ccco1	-6	14	1	-2	0.3	0.6	1	0.9	18
CCCN(CC1CC1)C(=O)CSc1ncnc2sccc12	-4	7	2	-2	2.5	-0.5	3	0.1	3
Cc1ccnc2nc(C(=O)OCCOc3ccc(F)cc3)nn12	-5	-11	-3	-1	1.5	-0.2	4	0.2	-7
O=S(=O)(c1ccc(Br)c2nsnc12)N1CCOCC1	5	-4	-3	-7	-0.1	-1.9	1	-0.7	-14
Cc1cc(C(=O)NNc2ccc(C)c(C)c2)no1	-3	-16	4	-3	-3.1	0.8	-2	-0.1	10
C/C(Cl)=C/CSc1nc2c(c(=O)[nH]c(=O)n2C)n1C(C)C	-4	37	1	0	-3.9	-2.2	1	-1.4	19
Oc1ccc2ccccc2c1C=NCc1cn2ccsc2n1	-4	-18	-5	-2	-10	0.3	1	0.0	17
N#C/C(=C\c1ccc[nH]1)C(=O)NCC1CCCO1 (centres undefined)	10	13	1	-4	5.4	0.3	0	0.8	-6
CNCCCOc1ccc2c(c1)CCC2	1	0	3	-7	2.8	0.8	-1	1.0	-15
CCOC(=O)C(CC)Sc1ncnc2c1nnn2-c1ccc(F)cc1 (centres undefined)	-10	-55	0	-2	-0.4	0.3	-1	-0.8	-5
O=c1[nH]c(Cc2ccccc2)nc2c1oc1ccccc12	-2	27	-3	-1	-2.5	-0.2	8	-0.9	12
CC(Sc1nnc(-c2ccco2)o1)C(=O)NCCC1=CCCCC1 (centres undefined)	-9	1	-1	6	0.0	-1.1	3	-0.6	18
CC(C)(C)n1nnnc1C(c1cccs1)N(Cc1ccccc1)Cc1cccnc1 (centres undefined)	-4	54	-3	4	-3.4	0.1	3	0.2	12
CSc1ccccc1C(=O)NCCSC(C)(C)C	-1	-28	0	-4	1.0	1.5	0	0.6	27
COc1cccc(-n2cnc(=O)c3cccnc32)c1	1	26	-3	1	0.8	0.6	8	0.7	-15
COC(=O)C1=CC(C(=O)c2cccs2)=NN(c2ccc(OC)cc2)C1C(=O)OC (centres undefined)	-6	-41	1	-1	-1.6	2.0	3	0.7	25
NC(=O)CSc1nnc(-c2cc3ccccc3o2)n1Cc1ccccc1	-11	-10	4	-1	-1.2	-1.1	0	0.1	-9
CCCS(=O)(=O)c1nc(S(=O)(=O)c2ccc(C)cc2)c(N2CCCC2)s1	-7	35	3	1	-2.5	0.8	6	1.1	2
CC1(C)CC(CC(=O)O)C(=O)O1 (centres undefined)	-6	37	8	3	0.6	-0.1	3	0.3	9
Cc1ccc([N+](=O)[O-])c(C)[n+]1C	1	3	-4	8	-1.3	0.3	9	1.0	13
O=C1C(Cl)=C(N2CCOCC2)C(=O)N1c1ccccc1	2	-8	0	-1	1.7	-0.3	3	0.1	6
Fc1cccc(F)c1/C=C/c1ccc2ccccc2n1	-7	46	6	4	-0.5	-0.8	6	0.4	-5
Cn1c(CS(=O)Cc2c(Cl)cccc2Cl)nnc1SCc1c(Cl)cccc1Cl (centres undefined)	1	1	0	-3	-8.1	9.1	8	1.9	-5
N/C(=N\OC(=O)Cc1cccs1)c1ccc([N+](=O)[O-])cc1	-10	13	0	-1	-0.6	-1.1	2	0.2	10
CCC(C)N1CC23C=CC(O2)C(C(=O)OC)C3C1=O (centres undefined)	-5	-28	0	-2	1.9	0.1	7	1.0	-5
Cc1cc2c(cc1C)[n+](C)cn2CC(O)COCC1CC=CCC1 (centres undefined)	-1	4	5	44*	-0.2	0.8	78*	0.9	8
Cc1nc(SCC(=O)NC(=O)NCc2ccco2)nc(C)c1C	-4	9	-2	-1	1.6	0.2	1	0.0	14
O=C(CSc1nnc(C2CC2)n1Cc1ccccc1)c1ccc(S(=O)(=O)N2CCOCC2)cc1	-9	-3	1	-4	-0.4	-1.2	1	-0.3	9
CCCn1c(=O)[nH]c(=O)c2c(C(=O)OCC)cc(-c3cccs3)nc21	-3	56	-4	-1	-2.6	-0.4	6	-0.1	27
COc1ccc([N+](=O)[O-])cc1/C=N/NC(=O)CNC(=O)C(c1ccccc1)c1ccccc1	-6	10	-1	2	2.5	1.4	7	0.3	26
NC(N)=Nc1nc(CCN2C(=O)c3ccccc3C2=O)cs1	2	34	6	4	-0.6	1.5	9	-0.5	21
CCCN(CC(=O)Nc1ccc(C(N)=O)cc1)CC(=O)Nc1ccc(Cl)cc1Cl	-6	24	-3	-1	2.8	-1.8	7	0.8	2
COc1cc(/C=C/C(=O)OCC(=O)Nc2cccc(Oc3ccccc3)c2)ccc1O	-23	10	-2	-1	0.8	-1.7	4	-0.7	-6
Cn1c(SCC(=O)Nc2ccc(NC(=O)c3cccs3)cc2)nnc1-c1ccncc1	-7	15	0	6	-1.2	0.5	7	0.5	10
CCc1nnc(NC(=O)c2cc(OC)c(OC)cc2[N+](=O)[O-])s1	-2	19	2	-3	0.9	0.3	0	1.0	1
Cc1cccn2c(=O)c3cc(C#N)c(=NC(=O)c4ccco4)n(Cc4ccco4)c3nc12	-1	25	0	1	-7.4	-2.3	0	-1.7	17
CCOC(=O)C1CCN(C(=S)Nc2cc(C)ccc2C)CC1	-1	-9	8	-1	0.7	0.9	7	2.1	-6
COc1ccc(C2C(C(=O)OCC(=O)N3CCCCC3)CCC(=O)N2c2ccc(OC)cc2)cc1 (centres undefined)	-4	5	2	6	0.6	0.2	7	0.2	2
CCCC(C)C(=O)Nc1ccccc1C(=O)OCC (centres undefined)	2	-12	3	-1	-0.3	-1.2	5	0.4	15
Cc1[nH]c2ccc(OC(=O)N3CCOCC3)cc2c1C(=O)OC(C)C	-8	65	1	1	-6.6	2.8	7	0.7	-7

(listing goes on)
mol	RBBP9 inhibitor	CHOP inhibitor	Wee1 stabilizer	Ba/F3 V617F tox	TNF death inh	TRPN1 ag	BaF3 parental	TRPML3 agonist	PPC-1+TRAIL kill
CCN1CCCc2cc(CN(CCN3CCOCC3)C(=S)Nc3ccc(C)cc3)ccc21	1	-7	-2	-4	0.7	-0.6	3	0.1	0
O=C(O)C1CCCCN1S(=O)(=O)c1ccccc1 (centres undefined)	-7	20	-2	0	-0.5	0.4	0	0.8	22
Cc1ccc(N=C2NC(=O)CS2)c(C)c1	-6	30	2	0	-1.0	1.4	5	0.0	-13
COCc1cc(=O)[nH]c(=S)[nH]1	-1	-11	4	-7	1.0	-1.6	0	0.2	14
N#C/C(=C\c1ccccc1C(F)(F)F)C(=O)Nc1ccccc1F	-3	12	-1	-1	0.5	2.3	5	0.7	16
Nc1c(S(=O)(=O)c2cccs2)c2nc3ccccc3nc2n1Cc1ccc2c(c1)OCO2	-33	-10	1	-2	-0.8	0.4	-1	0.0	9
CCC(C(=O)Nc1cccc(C(=O)O)c1)c1ccccc1 (centres undefined)	-8	-6	0	-2	0.7	1.9	5	1.0	-18
CCOc1ccc2nc(NC(=O)c3ccc(S(=O)(=O)N4CCOCC4)cc3)sc2c1	-1	25	0	-2	-3.0	0.5	3	0.5	-2
C=CCn1c(COc2ccc(F)cc2)nnc1SCC(=O)c1c[nH]c2c(CC)cccc12	-7	45	0	-5	4.2	-2.2	-1	0.8	8
Cc1ccc(-n2ncc(Cl)c2C(=O)NC2CC2)cc1	-14	28	2	3	1.1	-0.6	4	-0.9	-5

Screens (PubChem)
